# Compound activity from PubChem.
# SMN2 splice up = qHTS Assay for Enhancers of SMN2 Splice Variant Expression | AID 1458, 2008 | HEK293 SMN2-luciferase splicing reporter, luminescence, 30-36 h | Potency, µM (top dose mostly 46.1 µM), for the others: top-dose activity change, positive = activation, hits mostly activators | 2.8% of 210,000 active; also: % of control where 0% means no effect; nearly all actives have a fitted effect of over 55% in size
#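 qHTS luciferase splicing reporter: luminescence rises when SMN2 exon 7 is included in transfected HEK293 cells. Compound exposure lasted 30-36 h at 37C, with 4.5 mM final sodium butyrate as control, followed by a ONE-Glo read.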
# GAA inh = qHTS Assay for Inhibitors of Human alpha-Glucosidase as a Potential Chaperone Treatment of Pompe Disease; Lysosomal alpha-glucosidase (Homo sapiens), P10253; purified human GAA, 4-MU-alpha-glucoside fluorescence; Potency, µM (titrated, usually from 76.9 µM), without a hit: at the top dose activity change, negative = inhibition, usual class: inhibitors; 0.005% of 200,000 active;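 also: plate controls were uninhibited enzyme wells for no effect and no-enzyme background for full effect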
#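 Fluorogenic assay: 4 nM human alpha-glucosidase with 400 uM 4-methylumbelliferyl-alpha-D-pyranoside in 50 mM citrate/phosphate, 0.005% Tween-20, pH 5.0, 20 min at room temperature. Compounds tested up to 77 uM; AC50 from Hill fits.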
# aGal spleen mod = qHTS Assay for Inhibitors and Activators of Human alpha-Galactosidase From Spleen Homogenate; human spleen homogenate, 4MU-alpha-Gal fluorescence, 40 min; AID 2107, 2009; 0.008% of 240,000 active; Alpha-galactosidase A (Homo sapiens), P06280; Potency, µM (series often up to 80 µM), without a hit: at the top dose activity change, negative = inhibition, usual class: inhibitors;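 also: 0% = enzyme with vehicle and -100% = no enzyme basal signal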
#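 qHTS titration in buffer at pH 5.0. Alpha-galactosidase activity in spleen homogenate was measured via 4-methylumbelliferone release from 1 mM fluorogenic substrate after 40 min at 37C and a pH 10 stop. AC50 came from Hill fits of control-normalized data.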
# GoLoco inh red = qHTS Assay for Inhibitors of RGS12 GoLoco Motif Activity (Red Fluorophore); Guanine nucleotide-binding protein G(i) subunit alpha-1 (Homo sapiens), P63096; Gai1:RGS12 GoLoco peptide FP, rhodamine, 10 min; Potency, µM (series often up to 61.6 µM), for the others: top-dose activity, negative = inhibition, actives largely listed as inhibitors; 0.44% of 230,000 active; active = well fitted inhibition curve with a large enough effect, not every such curve was filed as active; inactive = no such curve, though single readings can be large or run the other way; also: % is scaled to controls: 0 for no effect and ±100 for the full control effect; nearly all actives have a fitted effect of over 30% in size; many of its hits are not listed in these tables
# Target sequence (P63096 whole entry, looked up): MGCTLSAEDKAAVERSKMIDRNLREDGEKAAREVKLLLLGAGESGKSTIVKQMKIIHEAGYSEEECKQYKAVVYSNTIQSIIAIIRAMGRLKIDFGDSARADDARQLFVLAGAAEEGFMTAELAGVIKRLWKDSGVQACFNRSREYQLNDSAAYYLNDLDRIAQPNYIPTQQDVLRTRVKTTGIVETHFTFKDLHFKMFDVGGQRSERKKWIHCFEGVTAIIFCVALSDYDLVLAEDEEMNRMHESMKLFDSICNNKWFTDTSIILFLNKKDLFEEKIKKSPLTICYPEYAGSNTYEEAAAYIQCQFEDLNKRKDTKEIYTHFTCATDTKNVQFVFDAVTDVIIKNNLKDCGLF
# aGlu spleen mod = qHTS Assay for Inhibitors and Activators of Human alpha-Glucosidase From Spleen Homogenate; Lysosomal alpha-glucosidase (Homo sapiens), P10253; human spleen homogenate, 4-MU-alpha-glucoside fluorescence; Potency, µM (titrated, usually from 79.9 µM), for inactives: at the top dose activity change, negative = inhibition, actives largely listed as inhibitors; 0.006% of 240,000 active; AID 2112, 2009;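 also: 0% = enzyme with vehicle and -100% = no enzyme basal signal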
#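 AC50 values come from Hill-equation fits of concentration-response data, normalized to no-enzyme and full-activity controls. Enzyme source: 1 ug human spleen homogenate; 1 mM fluorogenic 4-MU glucoside, pH 5.0 citrate buffer, 37 C, 40 min.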
# ALDH1A1 block = qHTS Assay for Inhibitors of Aldehyde Dehydrogenase 1 (ALDH1A1). Aldehyde dehydrogenase 1A1 (Homo sapiens), P00352. Purified ALDH1A1, NADH fluorescence, propionaldehyde substrate. Potency, µM (series often up to 75.3 µM), inactives show at the highest dose activity, negative = inhibition, actives largely listed as inhibitors. 7.3% of 220,000 active. AID 1030, 2008; active = well fitted inhibition curve with a large enough effect, not every such curve was filed as active; inconclusive = small, poorly fitted or top-dose-only effect, or another doubt; inactive = no such curve, though single readings can be large or run the other way;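 also: plate controls were no enzyme wells and a reference inhibitor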
# Target sequence (P00352 whole entry, looked up): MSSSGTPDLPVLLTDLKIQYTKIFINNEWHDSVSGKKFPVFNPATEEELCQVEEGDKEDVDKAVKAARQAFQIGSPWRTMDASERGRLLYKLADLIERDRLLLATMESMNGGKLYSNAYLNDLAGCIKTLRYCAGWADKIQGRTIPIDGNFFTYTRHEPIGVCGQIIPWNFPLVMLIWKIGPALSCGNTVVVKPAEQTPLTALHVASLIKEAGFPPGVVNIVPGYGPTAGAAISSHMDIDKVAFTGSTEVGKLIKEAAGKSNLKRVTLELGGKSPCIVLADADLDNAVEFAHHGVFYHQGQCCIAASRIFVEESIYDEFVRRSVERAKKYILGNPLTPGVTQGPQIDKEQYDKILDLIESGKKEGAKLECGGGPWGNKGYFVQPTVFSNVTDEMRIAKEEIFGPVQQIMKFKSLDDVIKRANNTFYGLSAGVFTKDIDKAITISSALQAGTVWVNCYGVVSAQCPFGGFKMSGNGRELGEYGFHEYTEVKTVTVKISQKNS
# GAA glycogen mod = qHTS Assay for Inhibitors and Activators of Human alpha-Glucosidase Cleavage of Glycogen. recombinant GAA, glycogen substrate, Amplex Red glucose oxidase fluorescence. Potency, µM (top dose mostly 76.4 µM), inactives show top-dose activity change, negative = inhibition, actives largely listed as inhibitors. AID 2100, 2009. 0.38% of 300,000 active;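 also: 0% = full enzyme reaction and -100% = no-enzyme basal signal; the screen sought inhibitors and activators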
#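 Recombinant enzyme (4 nM final) with compounds titrated up to 77 uM and bovine liver glycogen (30 ug) in citrate pH 5.0, 0.01% Tween-20, 37 C 40 min. Released glucose detected by Amplex Red/glucose oxidase (Ex 573/Em 610); AC50 from Hill fits.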
# JMJD2E inh = qHTS Assay for Inhibitors of Human Jumonji Domain Containing 2E (JMJD2E); AID 2147, 2009; 1.6% of 230,000 active; JMJD2E catalytic domain, FDH-coupled NADH fluorescence (FDH is formaldehyde dehydrogenase); Lysine-specific demethylase 4E (Homo sapiens), B2RXH2; Potency, µM (titrated, usually from 57.1 µM), without a hit: at the highest dose activity change, negative = inhibition, most hits filed as inhibitors; active = well fitted inhibition curve with a large enough effect, not every such curve was filed as active; inconclusive = small, poorly fitted or top-dose-only effect, or another doubt; inactive = no such curve, though single readings can be large or run the other way;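 also: 0% = wells with enzyme and -100% = buffer wells without enzyme; nearly all actives have a fitted effect of over 50% in size; many of its hits are not listed in these tables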
# * marks the source's active call; other numbers are inactive results; ? = inconclusive; nt = not tested or not shown; & = joins results of further samples; [ ] = dose if it differs, or a comment. Unless noted, calls follow the shape of the dose curve; as a rule, active = well fitted curve in the direction sought with a large enough effect; inconclusive = small, poorly fitted or top-dose-only effect, or another doubt; inactive = no such curve, though single readings can be large; an effect the other way counts as inactive or inconclusive. Potency is read from the fitted curve at half-maximal effect. Only part of the results is shown (hit frequency here may not be typical).
entry	structure	SMN2 splice up	GAA inh	aGal spleen mod	GoLoco inh red
1	CC(C)NC(=O)c1ccc(Cl)cc1Cl	4%	12%	1%	-5%
2	FC(F)(F)c1cc(-c2cccs2)nc2cc(-c3ccccc3)nn12	-10%	-1%	-5%	3%
3	Cc1ccc(C(=O)N/C(=C\c2cccs2)C(=O)NCc2cccnc2)cc1	6%	3%	-8%	6%
4	CCOC(=O)C1=C(C)NC(=S)NC1c1cccc(O)c1 (stereo unspecified)	nt	nt	-16%&9%&25%	0%
5	COc1cc(C2c3cc4c(cc3C(OC3OC5COC(c6cccs6)OC5C(O)C3O)C3COC(=O)C23)OCO4)cc(OC)c1O (stereo unspecified)	nt	nt	8%	-5%
6	O=C(c1ccc(Cl)cc1)c1cc(-c2ccccn2)c(N2CCOCC2)s1	-29%	?	-1%	3%
7	O=C(Cn1cnc2ccccc2c1=O)Nc1ccc2c(c1)OCO2	?	-19%	0%	-4%
8	COCCCNC(=O)Nc1ccc2c(c1)N(C)C(=O)CS2	9%	-4%	0%	-2%
9	O=Cc1cnc(N2CCOCC2)nc1	0%	6%	-2%	-5%
10	CCC(CC)c1nnc(NC(=O)CCCN2C(=O)c3ccccc3C2=O)s1	-4%	8%	0%	-16%
11	O=C(CSc1nnc2ccccn12)Nc1cccc(-c2nc3ccccc3s2)c1	14µM*	2%	3%	-7%
12	O=C1Nc2ccccc2C1(O)Cc1ccccn1 (stereo unspecified)	nt	nt	1%	3%
13	CCCc1ccc(OCc2ccc(C(=O)OC)o2)c(OC)c1	?	-13%	-1%	-6%
14	CCn1cc([N+](=O)[O-])c(C(=O)N2N=C(c3cccc4ccccc34)CC2c2ccccc2O)n1 (stereo unspecified)	-91%[inhibitor]	-6%	4%	1%
15	CCn1c(CN2CCN(c3ccc(Cl)cc3)CC2)nc2ccccc21	-54%[inhibitor]	-1%	-6%	11%

entry	aGlu spleen mod	ALDH1A1 block	GAA glycogen mod	JMJD2E inh
1	9%	-1%	6%	8%
2	-4%	?	9%	-3%
3	-2%	-5%	2%	5%
4	4%&6%&15%	1.1µM*	nt	9%
5	?	nt	-12%	2%
6	-7%	-15%	9%	-7%
7	1%	11%	-6%	-4%
8	-3%	17%	-2%	-3%
9	-4%	0%	4%	0%
10	0%	-3%	3%	-5%
11	2%	-14%	-2%	?
12	-1%	nt	-4%	-17%
13	-4%	-6%	-4%	8%
14	3%	?	-5%	-7%
15	-5%	-1%	-6%	-10%

# Further records
entry	structure	SMN2 splice up	GAA inh	aGal spleen mod	GoLoco inh red
16	COc1ccc2[nH]c(=O)c(CN(C(=O)c3ccco3)C3CCCCC3)cc2c1	-11%	2%	4%	-6%
17	O=C(O)CNC(=S)NCc1ccccc1	4%	15%	3%	9%
18	CCCCCCCCn1c2c(c(=N)c3c1CCC3)CCCC2	nt	0%	-1%	5%
19	C=CCc1cc(/C=C/c2nc(O)c([N+](=O)[O-])c(=O)[nH]2)cc(OC)c1O	9%	?	-2%	-54%
20	C(=N\Nc1nccc(-c2cccnc2)n1)/c1ccccc1	nt	nt	-1%	5%
21	COc1ccc(CCN(Cc2ccccn2)C(=S)Nc2ccc(C)cc2)cc1OC	-12%	1%	5%	12%
22	CC1=C(C(=O)Nc2ccc(C)cc2)C(c2cccs2)NC(=S)N1 (stereo unspecified)	-7%[1.84 µM]	-10%	-5%	10%
23	CN(C)C(=O)c1ccc(-c2ccc3ncnc(NCc4ccccc4)c3c2)cc1	nt	nt	-3%	9%
24	CCOC(=O)C1(CC2CC2)CCN(Cc2cn[nH]c2-c2ccccc2)CC1	nt	3%	-6%	5%
25	CC1(C)CC(N2CCN(CCO)CC2)=CC(=S)N1	nt	-9%	5%	3%
26	COc1ccccc1CCNC(=O)c1nc(-c2cccs2)no1	?	-5%	-3%	5%
27	COc1ccccc1CCn1c(=O)c(-c2ccc(F)cc2)nc2cncnc21	-5%	nt	-4%	3%
28	COc1ccc([N+](=O)[O-])cc1N(CC(=O)Nc1ccccc1C(=O)NC(C)C)S(C)(=O)=O	-10%	9%	-7%	4%
29	Cc1nc(N2CCN(Cc3nc4ccccc4[nH]3)CC2)c2oc3ccccc3c2n1	1%	-3%	5%	-2%
30	CC1=C[C@H]2Cc3cc(C)cc(C)c3S(=O)(=O)[C@@H]2C=C1	-8%	-7%	-2%	16%

entry	aGlu spleen mod	ALDH1A1 block	GAA glycogen mod	JMJD2E inh
16	-1%	?	4%	?
17	11%	-5%	8%	1%
18	-11%	-6%	12%	-4%
19	-26%	?	11µM*	-30%
20	-3%	nt	-12%	-10%
21	5%	?	-2%	-3%
22	-7%	?	-14%	5%
23	-6%	?	nt	nt
24	-1%	?	-7%	7%
25	-1%	?	-6%	-8%
26	-11%	-7%	21%	-7%
27	6%	4%	nt	nt
28	-2%	10%	14%	12%
29	0%	?	1%	-10%
30	0%	?	6%	6%

# More entries:
entry	structure	SMN2 splice up	GAA inh	aGal spleen mod	GoLoco inh red
31	CCc1ccc[n+](-c2[nH]c(=O)sc2/C=N/NC([S-])=Nc2ccccc2)c1	nt	?	-9%	nt
32	CCCNC(=O)c1ccccc1NC(=O)Nc1ccccc1C	-9%	-7%	5%	-2%
33	Cc1ccccc1NC(=S)NCCSc1ccc(Cl)cc1	-22%	1%	-3%	6%
34	CCOc1ccc(OCCn2nnc3ccccc3c2=O)cc1	16µM*	-15%	0%	-6%
35	Cc1nc2ccc(S(=O)(=O)Nc3ccc(-c4nc5cccnc5s4)cc3)cc2s1	?	?	?	9%
36	N#C/C(=C\c1ccc(-c2cccc([N+](=O)[O-])c2)o1)C(=O)Nc1nc(-c2cccs2)cs1	nt	nt	2%	25%
37	COc1ccccc1CNc1ncncc1-c1ccccc1C(F)(F)F	nt	nt	6%	6%
38	CC(C)=CCn1cnc2c1C(NOCc1ccccc1)=NCN2	11%	nt	-6%	5%
39	O=[N+]([O-])c1cc2oc3c(c2c(C=NCc2ccncc2)c1O)CCCC3	18%	-3%	-7%	5%
40	CC(=O)Nc1ccc(NC(=O)C(Cc2ccccc2)NC(=O)C2CCC(C)CC2)cc1 (stereo unspecified)	-14%	4%	-1%	4%
41	O=C(Cn1cnc2cc([N+](=O)[O-])ccc2c1=O)Nc1ccccc1-c1ccccc1	nt	nt	11%	7%
42	N#Cc1ccc(NC(=S)NCCN2CCOCC2)cc1	17%	-7%	8%	-4%
43	Cc1occc1C(=O)NNC(=S)Nc1cccc([N+](=O)[O-])c1	nt	-17%	-9%	nt
44	COC(=O)CCC(=O)OC1(C)C(=O)C2=COC(c3ccc(OC)cc3)=CC2=C(Br)C1=O (stereo unspecified)	-3%	nt	3%&-7%	11%&78%
45	COC(=O)N/N=C/c1cc(Cl)c(OCc2ccc(F)cc2)c(OC)c1	-14%	-1%	-5%	-2%

entry	aGlu spleen mod	ALDH1A1 block	GAA glycogen mod	JMJD2E inh
31	-3%	14µM*	?	3.5µM*
32	-6%	11%	4%	-15%
33	-6%	-1%	0%	10%
34	-2%	-2%	-4%	0%
35	?	?	-4%	?
36	6%	nt	3%	1%
37	1%	18%	nt	nt
38	-6%	9%	nt	-2%
39	-7%	?	3%	28µM*
40	-8%	6%	12%	3%
41	-15%	nt	-1%	-11%
42	9%	7%	22%	10%
43	-16%	12%	?	-1%
44	1%&-2%	-2%	-4%	4%&-22%
45	-4%	8%	9%	6%

# Overlap with the part before: five compounds; new compounds follow.
entry	structure	SMN2 splice up	GAA inh	aGal spleen mod	GoLoco inh red
41	O=C(Cn1cnc2cc([N+](=O)[O-])ccc2c1=O)Nc1ccccc1-c1ccccc1	nt	nt	11%	7%
42	N#Cc1ccc(NC(=S)NCCN2CCOCC2)cc1	17%	-7%	8%	-4%
43	Cc1occc1C(=O)NNC(=S)Nc1cccc([N+](=O)[O-])c1	nt	-17%	-9%	nt
44	COC(=O)CCC(=O)OC1(C)C(=O)C2=COC(c3ccc(OC)cc3)=CC2=C(Br)C1=O (stereo unspecified)	-3%	nt	3%&-7%	11%&78%
45	COC(=O)N/N=C/c1cc(Cl)c(OCc2ccc(F)cc2)c(OC)c1	-14%	-1%	-5%	-2%
46	COc1ccc(/C=N/NC(=O)c2c(C)nc3ccc(Br)cn23)cc1OC	nt	nt	-1%	5%
47	N/C(=N/O)c1nc(N2CCCCC2)nc(N2CCCCC2)n1	-4%	1%	-3%	2%
48	O=C(N1CCOCC1)N1CCN(Cc2ccccc2)CC1	-21%	-7%	1%	-3%
49	Cc1ccc(C2=N/C(=C\c3cccnc3)C(=O)O2)cc1	-3%	2%	-13%	12%
50	O=C(c1c[nH]c2ccccc2c1=O)N1CCCCCC1	-2%	13%	6%	-3%
51	CCn1c(SCC(=O)c2c[nH]c3ccccc23)nc2cc(S(=O)(=O)N3CCOCC3)ccc21	-7%[1.84 µM]	-8%	12%	20%

entry	aGlu spleen mod	ALDH1A1 block	GAA glycogen mod	JMJD2E inh
41	-15%	nt	-1%	-11%
42	9%	7%	22%	10%
43	-16%	12%	?	-1%
44	1%&-2%	-2%	-4%	4%&-22%
45	-4%	8%	9%	6%
46	8%	nt	-7%	4%
47	1%	1%	5%	-1%
48	0%	-4%	10%	7%
49	-7%	2%	-4%	-6%
50	3%	13%	-8%	-2%
51	-2%	?	0%	4%
